# TcdB GH inh – blocks C. difficile toxin B glycohydrolase activity | 350,000 compounds, 0.24% hits | inhibition, % at 9.99 µM | TcdB glycohydrolase enzymatic assay, plate reader; in the data active = inhibition above about 10%
# Yp Topo-I inh – inhibitors of Yersinia pestis topoisomerase I; activity, % at 10 µM; Y. pestis Topo-I cleavage product accumulation, plate reader; AID 504884; 360,000 compounds, 0.064% hits; in the data active = activity above about 50%, passing the limit was not always enough; inconclusive = no clear call, values can overlap the other calls; note: inactives centre near 2
# Anthrax LF inh2 – anthrax lethal factor protease inhibition. 360,000 compounds, 0.12% hits. AID 588501. multiplex microsphere protease cleavage assay, LF. inhibition, % at 10 µM. P15917; note: plate controls were buffer without enzyme for full effect and enzyme alone for no effect
# Target sequence (P15917 whole entry, looked up): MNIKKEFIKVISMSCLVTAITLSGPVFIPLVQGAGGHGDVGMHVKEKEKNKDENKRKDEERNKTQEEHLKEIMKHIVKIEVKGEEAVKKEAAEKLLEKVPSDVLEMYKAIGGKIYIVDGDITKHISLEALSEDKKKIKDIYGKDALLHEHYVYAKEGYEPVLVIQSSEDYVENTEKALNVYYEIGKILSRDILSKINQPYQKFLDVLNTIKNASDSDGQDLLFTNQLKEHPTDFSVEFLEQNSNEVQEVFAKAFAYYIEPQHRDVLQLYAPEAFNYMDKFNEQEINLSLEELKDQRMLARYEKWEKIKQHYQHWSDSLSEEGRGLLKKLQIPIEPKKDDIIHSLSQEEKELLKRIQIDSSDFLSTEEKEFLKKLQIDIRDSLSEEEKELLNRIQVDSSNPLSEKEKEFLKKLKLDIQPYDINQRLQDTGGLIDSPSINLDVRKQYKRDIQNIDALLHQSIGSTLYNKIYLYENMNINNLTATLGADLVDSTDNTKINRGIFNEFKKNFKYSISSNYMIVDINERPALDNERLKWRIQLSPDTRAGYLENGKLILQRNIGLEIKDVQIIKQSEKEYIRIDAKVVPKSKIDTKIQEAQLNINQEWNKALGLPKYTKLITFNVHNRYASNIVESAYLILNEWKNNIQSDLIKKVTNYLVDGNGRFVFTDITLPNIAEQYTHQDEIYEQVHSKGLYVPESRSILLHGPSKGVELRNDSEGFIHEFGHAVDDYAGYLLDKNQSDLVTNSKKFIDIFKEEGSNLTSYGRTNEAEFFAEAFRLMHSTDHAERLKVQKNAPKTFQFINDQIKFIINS
# BoNT A protease – inhibitors of Botulinum neurotoxin A light chain protease | inhibition, % at 10 µM | multiplex microsphere protease substrate cleavage, flow cytometry | 360,000 compounds, 0.17% hits; note: plate controls were buffer without enzyme for full effect and enzyme alone for no effect
# SARS 3CLpro inh – SARS-CoV 3CLpro protease inhibition | recombinant SARS-CoV 3CLpro, quenched FRET peptide cleavage | 290,000 compounds, 0.14% hits | inhibition, % at 6 µM | P0C6X7; in the data active = inhibition above about 12%
# DUSP3 inh – blocks human VHR1 dual specificity phosphatase. AID 1654. recombinant VHR phosphatase, pNPP absorbance. 290,000 compounds, 0.52% hits. P51452. inhibition, % at 13.3 µM; in the data active = inhibition above about 50%; note: some compounds called inactive have numbers as strong as hits
# Target sequence (P51452 whole entry, looked up): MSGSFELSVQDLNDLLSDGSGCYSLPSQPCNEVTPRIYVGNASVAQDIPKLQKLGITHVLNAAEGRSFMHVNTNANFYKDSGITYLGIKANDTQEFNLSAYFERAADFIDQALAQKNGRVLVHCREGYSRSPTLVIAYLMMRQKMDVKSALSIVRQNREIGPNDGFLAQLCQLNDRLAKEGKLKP
# BH1578 lux ind – quorum light induction in luxS cqsA deficient V. cholerae; 350,000 compounds, 0.16% hits; AID 588436; V. cholerae BH1578 lux reporter, luminescence, 6 h; activation, % at 18.7 µM; in the data active = activation mostly above about 9.7%, no sharp cut-off; inconclusive = no clear call, values can overlap the other calls; inactive = mostly below about 3.7%; note: not every result past the cut was called active; inactives centre near 0; reference of the scale not given here
# SSB-PriA inh – blocks PriA binding to SSB C-terminal tail; AID 1272365; 430,000 compounds, 0.6% hits; inhibition, % at 33 µM; AlphaScreen SSBct-PriA binding, biotinylated peptide; in the data active = inhibition mostly above about 37%, no sharp cut-off; inactive = mostly below about 20%;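 note: plate controls were negative control peptide for no effect and reference peptide for full effect; strong numbers were not always called active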
# CCHFV vOTU inh – CCHFV vOTU protease inhibition | Pep-AMC fluorescence | 370,000 compounds, 0.55% hits | AID 651958 | inhibition, % at 11.5 µM; in the data active = inhibition above about 30%; note: 0% = vehicle wells with enzyme and 100% = no enzyme wells
# PfHsp40 yeast – compounds rescuing yeast from Plasmodium falciparum HSP40 toxicity; 340,000 compounds, 0.68% hits; S. cerevisiae expressing PfHsp40, growth rescue, ATP luminescence; growth rescue, % at 12.5 µM; in the data active = growth rescue above about 28%, passing the limit was not always enough; inconclusive = no clear call, values can overlap the other calls;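 note: yeast W303a lacking pdr1 and pdr3 grown in galactose medium; growth measured after three days at 30 °C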
# Active calls of the source: *; i = inactive; ? = inconclusive; nt = no result given; & = joins results of further samples. Cut-off read from the data, not from the text of the source, unless noted: active = inhibition above about 30%; inconclusive = no clear call, values can overlap the other calls; inactive = below that.
SMILES	TcdB GH inh	Yp Topo-I inh	Anthrax LF inh2	BoNT A protease	SARS 3CLpro inh	DUSP3 inh	BH1578 lux ind	SSB-PriA inh	CCHFV vOTU inh	PfHsp40 yeast
COc1cccc(CN2CC(C(=O)NCCn3cccn3)CCC2=O)c1 (configuration not stated)	0.2	-7.2	-1.7	-3.1	-10.5	1.1	-0.3	-3.4	6.8	0.1
CC(C)(C)c1nnc(N/N=C/c2ccc(O)cc2)n(N)c1=O	2.3	-0.9	-4.0	-0.9	-3.8	-2.2	1.4	nt	-5.3	-0.6
CC(CC(=O)NCCc1ccc(Cl)cc1)S(=O)(=O)c1ccc2c(c1)NC(=O)CO2 (configuration not stated)	0.6	15.9	3.6	0.7	3.7	19.0	-0.4	-15.5	-7.2	-1.0
COc1ccc(NS(=O)(=O)c2cn(C)cn2)cc1	1.4	-5.3	1.2	?	0.9	-4.9	i	-6.3	-6.8	-0.2
COc1cccc(N2CCN(c3ccc4nnc(CCC(=O)Nc5ccc(C)cn5)n4n3)CC2)c1	nt	-1.0	-0.3	-0.5	-2.3	19.7	-0.4	-0.4	nt	1.9
CC(C)(C)c1cc(C(=O)NCC(=O)OCC(=O)c2cccc([N+](=O)[O-])c2)cc(C(C)(C)C)c1	nt	6.1	-1.3	0.1	-0.2	-4.5	-0.2	-1.5	-6.1	3.6
CCn1cnc2c1c(=O)n(CC(=O)NCC(C)C)c(=O)n2Cc1ccccc1	0.9	-3.3	-10.9	-1.2	-3.9	nt	1.3	2.2	-3.4	0.3
O=C(C1=C(O)C(=O)N(c2ncccn2)C1c1ccc(Cl)c(Cl)c1)c1ccco1 (configuration not stated)	nt	5.1	-1.4	1.9	-1.9	6.6	-0.4	-2.6	-45.4	9.7
CN(Cc1ccccc1)C(=O)c1ccc(NC(=O)Cc2ccc(NC(=O)C3CCCN(C(=O)C4CCCC4)C3)cc2)cc1 (configuration not stated)	0.5	25.8	-9.0	-0.3	nt	nt	i	-11.4	-0.5	-0.3
CCCn1c2c(c(=N)c3c1CCC3)CCCC2	nt	2.4	-2.0	0.7	0.7	-1.5	-0.4	-6.0	-7.9	-0.9
Cc1ccc(CN2CC(C(=O)Nc3cc(S(C)(=O)=O)ccc3Cl)CC2=O)cc1 (configuration not stated)	nt	-6.0	1.8	-0.5	5.2	14.0	i	6.7	13.7	-1.6
CC12CCC(C(=O)N3CCN(c4ccccc4)CC3)(CC1=O)C2(C)C (configuration not stated)	nt	nt	nt	nt	1.5	31.8	nt	3.1&-16.0	3.1	nt
Cc1oc2c(CN3CCCC3)c(O)ccc2c(=O)c1-c1ccccc1	0.4	0.8	-1.9	-0.1	0.3	-8.7	-0.2	-11.6	nt	0.2
Cc1oc2c(c1C(=O)c1ccc(Cl)cc1)C(=O)C(=O)c1ccccc1-2	nt	-4.4	20.6	30.1*	1.9	13.2	0.7	7.4	13.6	-1.0
CCOC(=O)c1cccc(NC(=O)CCOc2ccccc2)c1	1.0	1.8	-6.7	-1.5	2.0	12.9	1.0	-7.8	-2.4	-0.4
CC1CCN(C(=O)COc2ccc(Nc3ccccc3)cc2)CC1	1.4	1.0	-3.1	-0.6	2.5	40.6	i	0.1	-0.9	-1.0
COCCCNC(=O)C1CCN(S(=O)(=O)c2ccc3nc4c(c(C(=O)O)c3c2)CCCCC4)CC1	-0.1	3.9	1.1	-1.6	-5.8	21.1	-7.1	0.1	7.7	-1.1
CCC(CO)NC(=O)C1C=C2c3cccc4[nH]cc(c34)CC2N(C)C1 (configuration not stated)	1.5	-5.7	-115.1	0.1	-4.3	22.8	3.0	25.7	-12.4	1.5
COc1ccccc1CNC(=O)COc1ccccc1OC	nt	5.0	6.0	1.5	0.1	9.9	nt	-17.2	7.0	3.8
COc1ccccc1NS(=O)(=O)c1c(C)nc2sccn2c1=O	0.5	1.1	-9.4	-0.9	-2.0	21.2	0.0	-9.2	-0.6	0.5
Oc1ccc(N=Nc2cccc(Cl)c2)cc1C=Nc1ccc(N2CCOCC2)cc1	0.7	-3.8	-1.7	-0.4	3.5	28.2	i	30.8	3.9	6.8
COC(=O)c1ccc(COc2ccc(NC(C)=O)cc2)o1	1.7	-0.3	-5.5	?	-0.6	1.4	0.7	-9.8	9.5	-0.7
N#CC(C#N)=CN=c1ccn(Cc2ccc(Cl)cc2Cl)cc1	-0.7	1.1	-13.2	-2.9	-3.3	21.9	i	-3.2	10.6	-1.3
CCOC(=O)c1cnc(C(F)(F)F)nc1Oc1ccccc1	0.4	-0.2	12.2	?	-0.6	3.5	i	2.8	-8.6	0.6
CC(=O)c1cc2cccc(OC3(C)CCN(Cc4ccc(-c5ccccn5)cc4)C3)c2o1 (configuration not stated)	-0.1	9.9	-3.5	-0.4	nt	nt	-0.5	nt	-1.8	nt
Cc1ccc(CN(C(=O)COc2cccc(C)c2C)C2CCS(=O)(=O)C2)o1 (configuration not stated)	0.2	24.4	-2.8	-1.5	0.6	6.2	3.6	18.0	4.9	0.5
COc1cc(C=O)ccc1OCC(=O)Nc1ccc2c(c1)OCO2	-1.3	5.3	-4.9	4.1	-4.2	27.9	-0.8	-7.9	4.7	-1.8
Cc1ccc(NC(=O)c2ccco2)c(NC(=O)COc2ccccc2)c1	-2.0	-6.2	0.7	-1.4	-0.3	-34.7	-0.1	-14.9	-0.4	1.0
COc1ccc2nc3c(C)n(C)ccc-3c2c1	-2.0	-12.1	-6.1	1.7	nt	nt	-0.8	-6.1	-39.4	-0.6
CC1CN(c2ccc(NS(=O)(=O)c3ccccc3)cc2C(=O)O)CC(C)O1 (configuration not stated)	-11.4	-7.2	8.2	-3.2	-0.4	-2.5	-0.4	-9.8	-4.7	-1.2

# Already shown: entries from further up.
SMILES	TcdB GH inh	Yp Topo-I inh	Anthrax LF inh2	BoNT A protease	SARS 3CLpro inh	DUSP3 inh	BH1578 lux ind	SSB-PriA inh	CCHFV vOTU inh	PfHsp40 yeast
CC(=O)c1cc2cccc(OC3(C)CCN(Cc4ccc(-c5ccccn5)cc4)C3)c2o1 (configuration not stated)	-0.1	9.9	-3.5	-0.4	nt	nt	-0.5	nt	-1.8	nt
Cc1ccc(CN(C(=O)COc2cccc(C)c2C)C2CCS(=O)(=O)C2)o1 (configuration not stated)	0.2	24.4	-2.8	-1.5	0.6	6.2	3.6	18.0	4.9	0.5

# A draw from above in order of count of non-hydrogen atoms, smallest number first.
SMILES	TcdB GH inh	Yp Topo-I inh	Anthrax LF inh2	BoNT A protease	SARS 3CLpro inh	DUSP3 inh	BH1578 lux ind	SSB-PriA inh	CCHFV vOTU inh	PfHsp40 yeast
N#CC(C#N)=CN=c1ccn(Cc2ccc(Cl)cc2Cl)cc1	-0.7	1.1	-13.2	-2.9	-3.3	21.9	i	-3.2	10.6	-1.3
Cc1ccc(NC(=O)c2ccco2)c(NC(=O)COc2ccccc2)c1	-2.0	-6.2	0.7	-1.4	-0.3	-34.7	-0.1	-14.9	-0.4	1.0
CC1CN(c2ccc(NS(=O)(=O)c3ccccc3)cc2C(=O)O)CC(C)O1 (configuration not stated)	-11.4	-7.2	8.2	-3.2	-0.4	-2.5	-0.4	-9.8	-4.7	-1.2
Oc1ccc(N=Nc2cccc(Cl)c2)cc1C=Nc1ccc(N2CCOCC2)cc1	0.7	-3.8	-1.7	-0.4	3.5	28.2	i	30.8	3.9	6.8
COCCCNC(=O)C1CCN(S(=O)(=O)c2ccc3nc4c(c(C(=O)O)c3c2)CCCCC4)CC1	-0.1	3.9	1.1	-1.6	-5.8	21.1	-7.1	0.1	7.7	-1.1

# The listing continues.
SMILES	TcdB GH inh	Yp Topo-I inh	Anthrax LF inh2	BoNT A protease	SARS 3CLpro inh	DUSP3 inh	BH1578 lux ind	SSB-PriA inh	CCHFV vOTU inh	PfHsp40 yeast
CN(C)S(=O)(=O)c1cccc(NC(=O)COc2nc3ccccc3nc2N2CCOCC2)c1	7.9	2.7	-1.9	0.2	1.8	7.5	-0.5	3.3	13.9	-0.4
COc1ccc(NC(=S)N/N=C/c2cccn2Cc2ccc(F)cc2)cc1	0.1	11.9	-7.1	-0.5	7.5	-5.2	-0.3	nt	4.9	2.6
COc1ccc(S(N)(=O)=O)cc1C(=O)NNC(=O)CN(C)S(=O)(=O)c1ccc(Cl)cc1	1.2	-1.5	0.8	-0.3	nt	nt	-3.5	16.6	-6.1	-1.1
O=C(Cc1cccs1)Nc1ccc(N2CCOCC2)cc1	-0.4	9.5	3.3	0.7	-4.0	-17.2	-0.4	-2.0&-4.4	9.4	34.6*
COc1ccc([N+](=O)[O-])cc1NC(=O)CCN1CCN(C)CC1	0.8	5.0	3.1	-1.4	-3.9	16.5	i	-7.5	4.7	0.1
Nc1ccccc1N=c1ssnc1Cl	-0.4	-2.3	-2.2	-0.1	3.7	26.9	-0.9	-1.4	-17.1	0.3
O=C(c1scc2c1CCCC2)N1CCOCC1	nt	-0.4	0.3	0.5	-2.6	21.4	i	-2.0	15.9	0.6
CC(=O)OC1COC(N2CCc3cc([N+](=O)[O-])ccc32)C(OC(C)=O)C1OC(C)=O (configuration not stated)	nt	-12.4	-1.7	0.8	6.4	18.6	-0.5	-17.9	8.3	-0.2
Cc1cc(C)c(NC(=O)c2ccccc2C(=O)c2ccccc2)c(C)c1	0.6	7.6	0.4	-1.1	2.4	22.3	-0.8	-8.4	-2.5	0.9
CCOC(=O)Cn1nc(C)c(-c2ccccc2)c1N	nt	-6.2	3.9	0.4	2.5	8.4	-1.0	-10.3	-3.6	-1.4
O=C1Nc2cc(C(=O)NCCCN3CCOCC3)ccc2S/C1=C/c1ccccc1F	-0.7	16.8	0.4	-1.6	2.7	2.3	i	-14.5	-2.9	-0.6
COc1cc(/C=N/NC(=O)c2cc(-c3c(C)nn(-c4ccccc4)c3C)n[nH]2)ccc1O	0.5	-10.5	-1.2	-0.3	1.2	32.4	-0.3	nt	9.3	1.0
CC(=O)Nc1ccc(Oc2nc(-c3ccccn3)nc3ccccc23)cc1	28.2*	-1.2	-10.4	-1.0	-4.7	-18.6	-0.4	-0.6	-5.9	-0.8
COc1ccccc1NC(=O)Cn1c(=O)n(-c2ccccc2)c(=O)c2oc3ccccc3c21	nt	-1.9	1.8	-0.6	-1.9	11.3	-0.2	-5.1	-1.4	-0.6
c1cnc2c(SCc3ccc(-c4nnco4)cc3)cccc2c1	nt	-2.2	-0.5	0.7	2.8	3.6	-4.5	74.2*	-10.7	0.3

# Single records, from the list above. Order of values: TcdB GH inh | Yp Topo-I inh | Anthrax LF inh2 | BoNT A protease | SARS 3CLpro inh | DUSP3 inh | BH1578 lux ind | SSB-PriA inh | CCHFV vOTU inh | PfHsp40 yeast
# COc1ccc(NC(=S)N/N=C/c2cccn2Cc2ccc(F)cc2)cc1 reads 0.1 | 11.9 | -7.1 | -0.5 | 7.5 | -5.2 | -0.3 | nt | 4.9 | 2.6
# CC(CC(=O)NCCc1ccc(Cl)cc1)S(=O)(=O)c1ccc2c(c1)NC(=O)CO2 (configuration not stated) reads 0.6 | 15.9 | 3.6 | 0.7 | 3.7 | 19.0 | -0.4 | -15.5 | -7.2 | -1.0

# Compound activity: PubChem BioAssay, several laboratories

# A portion of the library; count on the stated rates, not on these rows.
